# PriA SSB inh: blocks PriA binding to SSB C-terminal tail; hit rate 0.6% among 430,000; inhibition, % at 33 µM; AID 1272365; AlphaScreen SSBct-PriA binding, biotinylated peptide; in the data active means inhibition mostly above about 37%, no sharp cut-off; inactive means mostly below about 20%;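 further: plate controls were negative control peptide for no effect and reference peptide for full effect; strong numbers were not always called active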
# Active calls of the source: *; & = joins results of further samples. An excerpt; the hit share may differ from the screen's.
# A first look (6 entries):
SMILES,PriA SSB inh
C=CCNC(=S)N/N=C\c1ccc(-c2ccc(Cl)cc2)o1,9
CNC(=O)C(=O)Nc1ccccc1F,-19&-12
COc1ccc(C(=O)Nc2cc(C)nn2-c2nc(-c3cccs3)cs2)cc1,-17
Cc1nc2ccccc2n1Cc1ccc(C(=O)NCc2ccccc2)o1,-2
O=C(NCCN1CCN(c2ccccc2)CC1)c1ccccc1C(F)(F)F,-18&-5
COc1ccc(OC)c(C(=O)Nc2nnc(-c3ccc(Br)s3)o2)c1,-9

# The whole of this part, from the start:
SMILES,PriA SSB inh
C=CCNC(=S)N/N=C\c1ccc(-c2ccc(Cl)cc2)o1,9
CNC(=O)C(=O)Nc1ccccc1F,-19&-12
COc1ccc(C(=O)Nc2cc(C)nn2-c2nc(-c3cccs3)cs2)cc1,-17
Cc1nc2ccccc2n1Cc1ccc(C(=O)NCc2ccccc2)o1,-2
O=C(NCCN1CCN(c2ccccc2)CC1)c1ccccc1C(F)(F)F,-18&-5
COc1ccc(OC)c(C(=O)Nc2nnc(-c3ccc(Br)s3)o2)c1,-9
COc1ccc(-c2cc(=O)n(CC(=O)Nc3ccc(F)cc3F)cn2)cc1,-23
Cc1ccc(NC(=O)c2ccc3ccccc3c2)cc1N1CCCC1=O,9
CN1CCN(Cc2ccc(NC(=O)NCCCc3ccccc3)cc2)CC1,-5
O=[N+]([O-])c1ccc(-c2ccc(C=NNc3nc(N4CCCCC4)nc(N4CCCCC4)n3)o2)cc1,-11
O=C(c1ccc(Br)s1)N1CCN(c2ccccc2)CC1,7
O=C(NCC(=O)N1CCC[C@H](Cc2nc(-c3ccccc3F)no2)C1)c1ccccc1,0

# 4 compounds picked at random from the list so far:
SMILES,PriA SSB inh
CN1CCN(Cc2ccc(NC(=O)NCCCc3ccccc3)cc2)CC1,-5
Cc1ccc(NC(=O)c2ccc3ccccc3c2)cc1N1CCCC1=O,9
O=C(NCCN1CCN(c2ccccc2)CC1)c1ccccc1C(F)(F)F,-18&-5
O=[N+]([O-])c1ccc(-c2ccc(C=NNc3nc(N4CCCCC4)nc(N4CCCCC4)n3)o2)cc1,-11

# The list continues.
SMILES,PriA SSB inh
O=c1[nH]cc(S(=O)(=O)N2CCc3ccccc3C2)c(=O)[nH]1,-8
Cc1ccc(C(=O)C=C2NCCNC2=O)cc1,2
COc1ccc(S(=O)(=O)N2CCC3(CC2)NC(=O)N(Cc2ccccc2)C3=O)cc1C,4
CCn1c(C2CCN(C(=O)c3ccco3)CC2)nn(CCOC)c1=O,2
N#Cc1c(Sc2ncc(C(F)(F)F)cc2Cl)nsc1CC=NOCc1ccccc1Br,-9
CCOC(=O)Cn1c(=NC(=O)c2ccn(CC)n2)sc2c(C)cc(C)cc21,-25
O=C1NC(=O)/C(=C\c2ccc(Cl)cc2Cl)S1,-11
CCOc1ccccc1NC(=O)N1CCN(Cc2nc(-c3cccs3)cs2)CC1,6
Cc1ccc(S(=O)(=O)N=C2C=CC(=O)C(Cl)=C2)c(C)c1,23
COc1ccc(CC(=O)N2CCN(Cc3nc(-c4ccc(Cl)cc4)cs3)CC2)cc1OC,7
CCC(C=NNC(=O)C1COc2ccccc2O1)CC (stereo not given),-19
Oc1ccccc1C=Nn1c(-c2cccs2)n[nH]c1=S,11
CC(C)C(=O)Nc1ccc(S(=O)(=O)NCC(=O)N2CCOC(c3ccccc3)C2)cc1 (stereo not given),2
COc1ccc2nc(-c3ccc(C)c(NC(=O)C4CC4)c3)cn2n1,-5
CC(=NNC(=O)Nc1ccccc1)c1ccccc1,-6
O=C(NCc1ccsc1)c1ccc(F)cc1Cl,-9
COc1cc(Nc2ccc(NC(=O)c3ccc4c(c3)OCO4)cc2)nc(C)n1,-6
Cc1cc(NC(=O)Cn2nc(-c3ccccn3)n(C)c2=O)no1,-8
Cc1ccc2nc(SCc3nc4ccc(Br)cn4c3Cl)[nH]c2c1,-16
CC(C)(C)NC(=O)NCC(c1ccsc1)N1CCc2ccccc2C1 (stereo not given),-1
Cc1cccn2c(=O)c3cc(C(=O)Nc4cccc5ccccc45)n(C)c3nc12,-10
O=C(CSc1ccc(S(=O)(=O)C(F)(F)F)cc1[N+](=O)[O-])NC1CCS(=O)(=O)C1 (stereo not given),7
COc1cccc(OC)c1C(=O)NCCNC(=O)c1ccc(NC(=O)C2CC2)cc1,-8
Cc1ccc(Cl)cc1NC(=O)Cn1nc(-c2ccccc2)c2sc(N3CCOCC3)nc2c1=O,-7

# Part of the list above, set out differently.
molecule	PriA SSB inh
Cc1ccc(S(=O)(=O)N=C2C=CC(=O)C(Cl)=C2)c(C)c1	23
COc1ccc(CC(=O)N2CCN(Cc3nc(-c4ccc(Cl)cc4)cs3)CC2)cc1OC	7
CCC(C=NNC(=O)C1COc2ccccc2O1)CC (stereo not given)	-19
Oc1ccccc1C=Nn1c(-c2cccs2)n[nH]c1=S	11
CC(C)C(=O)Nc1ccc(S(=O)(=O)NCC(=O)N2CCOC(c3ccccc3)C2)cc1 (stereo not given)	2
COc1ccc2nc(-c3ccc(C)c(NC(=O)C4CC4)c3)cn2n1	-5

# Continued.
SMILES,PriA SSB inh
O=C(NCCOc1ccc(F)cc1)c1ccccc1C(F)(F)F,-7&1
CC(=O)NCc1ccc(-c2nccs2)cc1,-9
O=C(Nc1cc(-n2cncn2)ncn1)C1CCCN(c2ccc(-c3ccco3)nn2)C1 (stereo not given),-9
Cc1nc2ccc(NC(=O)c3ccc(F)c(F)c3)cc2c(=O)n1-c1ccc(F)cc1,-3
CCc1cc(=O)[nH]c(-n2nc(C)cc2NC(=O)COC)n1,39*
COc1ccc(-n2c(C)nc3ccc(NC(=O)CC4CCCC4)cc3c2=O)cc1,-21&4
Cc1ccc(C(=NO)c2oc3c(C)c4oc(=O)cc(C)c4cc3c2C)cc1,-20
CCS(=O)(=O)NCC1CCN(Cc2ccsc2)CC1,8
CC(C)CS(=O)(=O)C1CN(C(=O)NCCCc2ccccc2)C1,-6
CCc1ccccc1NCN1C(=O)c2ccncc2C1=O,5
Oc1ccc(C=NNc2cc(N3CCOCC3)nc(N3CCOCC3)n2)cc1,17
CS(=O)(=O)c1ccc(CC(=O)Nc2onc3c2CCCC3)cc1,5
O=C(CSc1nccc(N2CCCC2)n1)Nc1ccc(Cl)cc1F,-11
CC(/C=C/c1ccccc1)=NNC(=O)C1CC1(C)c1ccccc1 (stereo not given),-15
COc1ccccc1C(CNC(=O)C1CC=CCC1)OC (stereo not given),-16
O=C(CCCS(=O)(=O)c1ccc(F)cc1)Nc1nnc(-c2ccc(Br)s2)o1,13
Cc1cn2c(CCC(=O)NCCc3cccs3)csc2n1,1
CCN(C(=O)CSc1nc2c(sc(=S)n2-c2ccccc2)c(=O)n1C)c1cccc(C)c1,9
CC1(C)CC(=O)c2sc(NC(=O)Nc3ccccc3)nc2C1,-11
O=C1c2cccc3cccc(c23)C(=O)N1CCCN(C(=O)C12CC3CC(CC(C3)C1)C2)c1cccc(F)c1,-9
COCCNC(=O)NCc1nn(C)c2c1CCCC2,-8
COc1ccc2c(CC(=O)Nc3ccccc3C(N)=O)cc(=O)oc2c1,-5
CC(C)c1nnc(NC(=O)c2ccc(S(=O)(=O)NC3CCCC3)cc2)s1,-20&4
COC(=O)Nc1ccc(S(=O)(=O)NCC(C)(O)c2ccco2)cc1 (stereo not given),-3

# For reference, 2 of the compounds above.
SMILES,PriA SSB inh
COc1ccccc1C(CNC(=O)C1CC=CCC1)OC (stereo not given),-16
O=C(CCCS(=O)(=O)c1ccc(F)cc1)Nc1nnc(-c2ccc(Br)s2)o1,13

# The listing continues.
SMILES,PriA SSB inh
CS(=O)(=O)N1CCCc2cc(NC(=O)CN3C(=O)c4ccccc4C3=O)ccc21,-4&-1
O=c1c2ccccc2n(Cc2nc(-c3ccc4c(c3)OCO4)no2)c(=O)n1CCc1ccccc1,-1
CCCc1cc(=O)[nH]c(-n2nc(C)cc2C)n1,12
O=C(O)c1ccc(NN=Cc2c(F)cccc2Cl)cc1,-7
COCCNC(=O)C(=O)NN=C(C)CC(=O)Nc1ccc2c(c1)OCO2,-8
CC(=NNC(=O)Cn1nc(C)c([N+](=O)[O-])c1C)c1ccco1,1
O=S(=O)(/C=C/c1ccccc1)N(CCc1cccs1)C1CCOCC1,-23
O=C(CCSc1ccccc1)Nc1ccccc1-c1ccc(=O)[nH]n1,-15
COc1ccc(-c2cc(C(=O)NCc3cccs3)c3c(C)nn([C@H]4CCS(=O)(=O)C4)c3n2)cc1,3
Cc1nc(-n2cccc2)sc1C(=O)NC[C@H]1CCCN(c2nccs2)C1,6
O=C(CS(=O)(=O)Cc1ccccc1)N(Cc1ccco1)c1nc2ccc(F)cc2s1,-6
CCOc1cccc2cc(C(=O)Nc3sc4c(c3C#N)CCN(Cc3ccccc3)C4)oc12,-16
Cc1cc2cc(CNC(=O)c3cccc(Cl)c3)ccc2[nH]1,23
C[C@H](NC(=O)C1(c2ccc(F)cc2)CC1)c1ccccc1,-7
COCc1cc(C)nc(OCC(=O)NN=Cc2cc(C)n(-c3c(C)cccc3C)c2C)c1C#N,12
O=C(CCCN1C(=O)c2ccccc2C1=O)N1CCOC2(CCOCC2)C1,-13
O=S(=O)(Cc1cccc(F)c1)N1CC(c2nc(-c3cnccn3)no2)C1,3
CN(C)c1ccnc(-n2cccc2C=NO)c1C#N,-9
O=C(CC1CCCC1)NCC[C@@H](CCO)c1ccccc1,-14
O=C1O[C@]2(CCCN(C(=O)c3cc(-c4cccs4)[nH]n3)C2)c2ccccc21,-3
CCOc1ccc(C(=O)N2CCO[C@H](c3ccccc3)C2)cc1OCC,5
Cc1sc2nc(SCC(=O)Nc3nccs3)n(Cc3ccco3)c(=O)c2c1C,-10
COc1ccc(-c2cc3c(SCC(=O)Nc4cc(C)ccc4OC)nccn3n2)cc1,2
O=C(O)c1cccc(NC(=S)NN=Cc2c[nH]c3ccccc23)c1,1
CCOC(=O)c1ccc(NC(=O)CSc2nnc(CNC(=O)c3cccc(F)c3)n2-c2ccccc2)cc1,3
O=C(Oc1cc2ccccc2cc1OC(=O)N1CCOCC1)N1CCOCC1,-16
COc1ccc(OC)c2sc(N3CCN(C(=O)C4CCCN4S(=O)(=O)c4cccs4)CC3)nc12 (stereo not given),-24
Cc1ccc(C(=O)CC(SCc2ccco2)c2ccc([N+](=O)[O-])cc2)cc1 (stereo not given),-1
NC(=O)c1ccc(NC(=O)Cn2nc(-c3ccccc3)c3sc(N4CCOCC4)nc3c2=O)cc1,-6
Cc1nc(-n2cccc2)sc1C(=O)NCCn1nc(-c2ccco2)n(C2CC2)c1=O,3
c1ccc(OCCCCSc2nc3ccccc3[nH]2)cc1,0
O=C(O)CCn1cc(/C=N/NC(=O)c2ccncc2)c(-c2ccccc2)n1,-7
CC(C)[C@H](N)C(=O)NC[C@H](CC(=O)NCC1CCC(C(=O)O)CC1)c1ccc(Cl)cc1 (stereo not given in full),-8
CSc1cccc(NC(=O)Cn2c(C)cc(C)c(S(=O)(=O)c3ccc(C)cc3)c2=O)c1,3
Cc1ccnc(NS(=O)(=O)c2ccc(NC(=O)c3cc(-c4cccs4)nc4ccccc34)cc2)n1,0&-1
O=C(Cc1c(F)cccc1Cl)NCC1CCN(C(=O)c2ccoc2)CC1,-8
O=C(N1CCC(n2ccnn2)CC1)C1(c2cccs2)CCCC1,11
COc1ccc(N2CCN(Cc3cc(=O)c(OCc4ccccc4Cl)co3)CC2)cc1,27
O=S(=O)(Nc1cccc(F)c1)c1ccc2c(c1)OCCCO2,2
O=S(=O)(c1ccc(F)cc1F)N1CCN(c2ccc3nnc(-c4ccco4)n3n2)CC1,-3
O=C(NCCn1ncc2c(N3CCOCC3)ncnc21)C(=O)c1c[nH]c2ccccc12,-1
O=C(CSc1nc2ccccc2n1Cc1ccc(Cl)cc1)NN=Cc1ccccc1C(=O)O,-19
Cc1cccc(C(=O)NNC(=O)c2ccc(=O)n(Cc3ccccc3)c2)c1,-1
CSc1cccc(C(=O)Nc2nc3ccc4sc(C)nc4c3s2)c1,-9
COc1cc(NC(=O)Nc2cnc(N(C)C)nc2)cc(OC)c1OC,-17
O=C(CN1C(=O)c2ccccc2C1=O)Nc1ccc2c(c1)N(C(=O)c1cccs1)CCC2,-7
O=C(NCCc1ccc(Cl)cc1)C(=O)Nc1ccc(F)c([N+](=O)[O-])c1,-3
Cc1cc(Cl)cc2sc(NC(=O)c3ccno3)nc12,-2&-1
Cc1ccc(S(=O)(=O)N2CCCC[C@@H]2CC(=O)Nc2ccon2)cc1,-4
Cc1nnc(NC(=O)Cc2csc(Nc3ccc(OC(F)(F)F)cc3)n2)s1,-21
Cc1cc2c(n1-c1cccc(C(=O)O)c1)CC(C)(C)CC2=O,-2
CC(=O)c1cccc(S(=O)(=O)N2CC(Oc3nc4ccccc4s3)C2)c1,-19
Clc1ccccc1-c1ccc(C=Nn2cnnc2)o1,-2
CS(=O)(=O)C1CCN(C(=O)Cc2ccccc2Cl)CC1,-12
Cc1nc2cc(NC(=O)c3cc4n(n3)CCCO4)ccc2s1,-5
CCn1ncc(C=NNC(=O)Cc2ccc([N+](=O)[O-])cc2)c1C,-1
COCC(=O)Nc1c(C)nc2sccn2c1=O,-7
CC1(C)COc2cc(NS(C)(=O)=O)ccc2NC1=O,-18
CC(=NN1C(=O)c2ccccc2NC1c1ccccc1)c1ccccc1O (stereo not given),-14
CSc1ccc2nc(Nc3cc(C)ccc3C)sc2c1,1

# (continued)
SMILES,PriA SSB inh
CS(=O)(=O)N1C2CCC1CC(NC(=O)c1c[nH]c3ccccc13)C2 (stereo not given),-13
Cc1c(Cl)cccc1S(=O)(=O)N1CCC(c2ccsc2)CC1,-32
O=C(NCc1nc2ccccc2[nH]1)c1cc(N2CCCCC2)ncn1,-7
CCCCOC(=O)c1ccc(NC(=O)c2cccn(Cc3ccc(C(F)(F)F)cc3)c2=O)cc1,-6
CCOC(=O)N1CCN(C(=O)CSCC(=O)Nc2nc(-c3ccc(Cl)cc3)cs2)CC1,0
O=C(CC(=O)N=Nc1c(O)[nH]c2ccccc12)N=Nc1c(O)[nH]c2ccccc12,7
